SV40 large T antigen: SV40 large T antigen inhibitors, biochemical (AID 1903) | SV40 large T antigen ATPase/helicase inhibition assay; higher % means a stronger effect | inhibition, % at 20 µM, or IC50 in µM where a hit was titrated | actives 0.39% (n = 310,000); in the data active means a potency from the dose series; further: strong numbers were not always called active
NTR1 agonist: agonists of NTR1, primary screen, imaging, U2OS cells, beta-arrestin-GFP, high content (AID 493036); activation, % at 20 µM; NTR1-U2OS beta-arrestin-GFP spot imaging, agonist mode; actives 0.17% (n = 330,000);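 active means activation at or above 40% of the spot to cytoplasm intensity ratio, with at least 20 cells analyzed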;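 further: 0% = DMSO without peptide and 100% = 100 nM NTR1 peptide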
Target sequence (P30989 whole entry, looked up): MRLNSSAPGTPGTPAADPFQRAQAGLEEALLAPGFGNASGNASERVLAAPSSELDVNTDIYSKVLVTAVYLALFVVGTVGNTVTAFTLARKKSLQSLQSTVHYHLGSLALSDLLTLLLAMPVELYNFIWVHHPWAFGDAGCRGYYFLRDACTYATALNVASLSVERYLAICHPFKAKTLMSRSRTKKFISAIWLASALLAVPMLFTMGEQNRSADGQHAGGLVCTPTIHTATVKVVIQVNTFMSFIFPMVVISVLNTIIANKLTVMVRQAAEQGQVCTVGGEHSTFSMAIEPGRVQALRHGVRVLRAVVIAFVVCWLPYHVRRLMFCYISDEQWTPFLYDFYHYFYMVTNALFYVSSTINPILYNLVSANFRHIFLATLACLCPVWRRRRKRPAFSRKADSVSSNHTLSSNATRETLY
Myeloid diff MLP: compounds promoting myeloid differentiation; actives 1% (n = 360,000); calls only at 10 µM; ER-HoxA9 myeloid progenitors, lysozyme-GFP differentiation, flow cytometry; AID 624256;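 active means normalized GFP-positive differentiation at or above the plate's own cutoff, the solvent-only control mean plus 3 SD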;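 further: cells exposed to compound for four days before flow analysis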
RSV antiviral HEp-2: inhibition of RSV-induced cytopathic effect – HEp-2 cells, primary 10 µM value included (AID 2391) | HEp-2 cells, RSV-induced CPE inhibition; higher % means a stronger effect | CPE inhibition, % at 10 µM, or IC50 in µM where a hit was titrated | actives 0.13% (n = 310,000); in the data active means a potency from the dose series; further: strong numbers were not always called active
Rac1 GTP hydrolysis: MgcRacGAP GTPase-activating activity inhibitors, confirmation, biochemical, ADP Hunter fluorescence; MgcRacGAP-stimulated Rac1 GTP hydrolysis, ADP Hunter fluorescence; higher % means a stronger effect; GST-tagged Rac1 F28L mutant substrate; inhibition, % at 30 µM, or IC50 in µM where a hit was titrated; actives 0.6% (n = 340,000); AID 624330;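 active means first-screen hits whose inhibition reached a set limit at any dose in the follow-up dose series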;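 further: fluorescence reports GDP produced by GAP-driven GTP hydrolysis; strong numbers were not always called active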
Salmonella PhoP GFP: inhibitors of PhoP regulon expression, primary screen, Salmonella Typhimurium, GFP reporter (AID 1863); S. Typhimurium PhoP-regulated promoter GFP reporter, 4 h; higher % means a stronger effect; inhibition, % at 50 µM, or IC50 in µM where a hit was titrated; actives 0.16% (n = 300,000);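 active means inhibition over 29.93%, a cutoff 3 SD above the screen mean, later confirmed by dose response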;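 further: 0% = low Mg2+ inducing control and 100% = high Mg2+ repressing control; strong numbers were not always called active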
TNAP activators: human TNAP enzyme activators, primary screen, biochemical, luminescent, no phosphate acceptor, uHTS (AID 1001) | purified TNAP, luminescent activation assay, no phosphate acceptor; higher activation fold means a stronger effect | one-dose activation fold at 20 µM; EC50 in µM for titrated hits | actives 0.03% (n = 200,000); in the data active means activation fold from about 3, or a potency from the dose series; inactive means the rest, 99 in 100 with activation fold below about 1.6; further: many of its hits are not listed in these tables
T cell HTS: modulates CD8 T cell binding to vesicles; 2C CD8+ T cell-vesicle binding, flow cytometry; hits give low values; calls only at 7 µM; actives 0.068% (n = 330,000); AID 2052;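 active means response, share of CD8 T cells binding vesicles, and their 90th percentile fluorescence all below set limits, cut at about 80% in these data, passing the limit was not always enough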
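Material: murine 2C transgenic CD8+ T lymphocytes / Also added: QL9-peptide-loaded Drosophila micro-vesicles bearing Ld, ICAM-1 and B7-1 / Schedule: binding step 1.5 h, 37 °C, antibody labelling 20 min, ice / Signal: flow cytometry, PE anti-B7-1 (FL2) versus Alexa647 anti-CD8 (FL8), PFA-fixed / Evaluation: percent CD8+ FL2 mean versus row control / Benchmarks: naked versus QL9-loaded vesicles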
UTI89 phage lysis: inhibition of K1F phage lysis, E. coli UTI89, bacterial capsule biogenesis inhibitors, alamar blue (AID 488966). E. coli UTI89 K1F phage lysis, alamar blue, 2 h; higher % means a stronger effect. inhibition, % at 100 µM, or IC50 in µM where a hit was titrated. actives 0.02% (n = 340,000);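 active means phage lysis inhibition, versus mean bacterial control, above a set limit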;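 further: capsule biogenesis inhibitors block K1F phage lysis so surviving cells raise fluorescence; higher fluorescence means more inhibition of phage lysis; actives were called in the ten point dose series up to 300 µM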
T cell HTS vesicle-bound %: further read-out of T cell HTS, marked with its call; double positive events, %; measured here: CD8+ vesicle-bound cell fraction;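 binding gate set so that unloaded-vesicle control wells show 10% double positive cells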
NTR1 agonist cell count 20 µM: recorded beside NTR1 agonist, whose call it bears; cell count; measured here: cell count, cytotoxicity flag
Myeloid diff MLP GFP+ MAC1+ %: recorded beside Myeloid diff MLP, whose call it bears; GFP+ MAC1+ double positive, %; measured here: differentiation confirmed by MAC1 staining
* = called active by the depositor; i = inactive; . = no result given; [ ] = remark or other dose.

SMILES | SV40 large T antigen | NTR1 agonist | NTR1 agonist cell count 20 µM | Myeloid diff MLP | Myeloid diff MLP GFP+ MAC1+ % | RSV antiviral HEp-2 | Rac1 GTP hydrolysis | Salmonella PhoP GFP | TNAP activators | T cell HTS | T cell HTS vesicle-bound % | UTI89 phage lysis
Nc1nc(Cl)nc2ncn(Cc3ccccc3)c12 | 5% | 1.6 | 44 | i | 0.4 | -0.3% | 3% | 9% | . | i | 59 | -0.1%
CC(=O)c1cccc(NC(=O)c2ccc3c(c2)CCCC3)c1 | 19% | 2.1 | 65 | i | 6.7 | 3.4% | 5% | -5% | . | i | 25 | 0.0%
CCC(=O)Nc1ccc(C(=O)NNC(=O)c2cc([N+](=O)[O-])cc([N+](=O)[O-])c2)cc1 | 25% | 0.8 | 41 | i | 0.3 | -0.8% | 3% | 4% | 1.1 | i | 62 | 0.0%
CCCN1Cc2cccc(C(=O)N3CCN(c4ccccc4)CC3)c2C1=O | 5% | -0.9 | 86 | i | 0.9 | 0.7% | 0% | -3% | 1.1 | i | 25 | 0.2%
Cc1nc(Nc2ccc(Cl)c(Cl)c2)sc1C(=O)Nc1ccccc1 | -1% | 5.6 | 73 | i | 0.2 | 4.1% | 10% | 28% | 1.1 | i | 48 | -0.1%
CCn1c(SCC(=O)NC2(C#N)CCCCC2)nc2ccccc2c1=O | 16% | 0.4 | 60 | i | 0.7 | -0.9% | 13% | -11% | . | i | 36 | 1.4%[50 µM]
COc1cccc(NC(=O)COC(=O)c2c3c(nc4ccccc24)CCC(C)C3)c1 (stereo not given) | -1% | 30 | 62 | i | 0.9 | -2.8% | 5% | -10% | 1 | i | 38 | 4.7%
Cc1cc2c(cc1S(=O)(=O)CCC(=O)NC1CCCCC1C)OCC(=O)N2 (stereo not given) | -2% | 3.0 | 62 | i | 2.4 | 0.1% | 4% | . | . | i | 18 | -0.1%
CC(=O)/C(=N\Nc1ccccc1)Sc1nnc(-c2ccccc2)n1-c1ccccc1 | 4% | 11 | 70 | i | 0.7 | 1.5% | 8% | 5% | 0.9 | i | 62 | 0.3%[50 µM]
CCOC(=O)c1cc(-c2ccccc2)sc1NC(=O)CN1C(=O)NC(CC)(c2ccc(F)cc2)C1=O (stereo not given) | 2% | 2.1 | 79 | i | 2.3 | 10% | 9% | -6% | 1 | i | 40 | 0.0%
CC(C)C(C(=O)NCc1ccco1)N(Cc1ccco1)C(=O)CNS(=O)(=O)c1ccc(F)cc1 (stereo not given) | 1% | -1.3 | 54 | i | 3.8 | 0.8% | 4% | 0% | . | i | 27 | 0.7%
O=C(O)c1ccc2c(c1)S(=O)(=O)c1cc(Cl)ccc1C2=O | . | -0.9 | 68 | i | 1.4 | 3.1% | 5% | . | . | i | 40 | 1.4%
CC(=O)N(c1c(C)n(C)n(-c2ccccc2)c1=O)C1(C(=O)NC2CCCCC2)CCCCC1 | 4% | -0.7 | 99 | i | 1.1 | 0.3% | 7% | -8% | 1 | i | 43 | 0.8%
Cc1ccccc1S(=O)(=O)Cc1ccc(C(=O)NCCCN2CCN(C)CC2)o1 | 18% | 1.1 | 89 | i | 1.3 | -1.3% | 4% | -11% | 1 | i | 26 | -3.0%
COC(=O)C(C)N(C(=O)c1ccc(C(=O)c2ccccc2)cc1)c1c(C)cccc1C (stereo not given) | 2% | 7.2 | 81 | i | 8.8 | 13% | 12% | -9% | 1 | i | 23 | 4.0%
COc1ccc(Cl)cc1NC(=O)C1CCN(S(C)(=O)=O)CC1 | 3% | 1.0 | 53 | i | 0.5 | -0.1% | 5% | 9% | . | i | 36 | 0.3%
O=C(OCc1c(Cl)cccc1Cl)c1ccncc1 | 0% | 2.3 | 57 | i | 0.3 | 1.1% | 8% | 3% | 1.2 | i | 12 | -0.1%[50 µM]
C/C(CC(=O)NCc1ccco1)=N\NC(=O)Cc1cccc2ccccc12 | 23% | 1.8 | 41 | i | 1.0 | 0.0% | 10% | 3% | 1.1 | i | 49 | 2.3%
COCCn1c(SCC(=O)Nc2cccc(OC)c2)nnc1-c1ccc(Cl)cc1 | 2% | 3.4 | 39 | i | 1.5 | 1.5% | 0% | 3% | 1.1 | i | 13 | -0.1%
Cc1ccc(S(=O)(=O)c2nc(-c3cccs3)oc2NCc2cccnc2)cc1 | 15% | 0.8 | 61 | i | 0.0 | 12% | 9% | 16% | . | i | 28 | -1.1%[50 µM]
O=C(Cn1nnc(-c2cccc(C(F)(F)F)c2)n1)NNS(=O)(=O)c1cccc(C(F)(F)F)c1 | 9% | 2.5 | 54 | i | 0.6 | 2.1% | 3% | -10% | . | i | 55 | 0.0%
Cc1c(C(=O)N2CCN(c3ccc(F)cc3)CC2)sc2nc(-c3ccccc3)cn12 | 8% | 1.3 | 78 | i | 1.0 | 0.7% | 4% | 7% | 1.1 | i | 46 | 0.5%
Cc1cc(C)cc(NC(=O)c2ccccc2NC(=O)CCC(=O)O)c1 | 2% | 0.2 | 41 | i | 0.5 | 0.5% | 8% | -9% | 1.1 | i | 19 | 3.3%
O=C(NC(=O)c1cc([N+](=O)[O-])ccc1Cl)C1=C(N2CCCC2)COC1=O | . | -0.3 | 57 | i | 1.9 | . | 2% | . | . | i | 10 | 1.8%

Ordered by the number under Salmonella PhoP GFP (high to low): 3 from the list above.
SMILES | SV40 large T antigen | Myeloid diff MLP GFP+ MAC1+ % | RSV antiviral HEp-2 | Rac1 GTP hydrolysis | Salmonella PhoP GFP | TNAP activators | T cell HTS | T cell HTS vesicle-bound %
Cc1c(C(=O)N2CCN(c3ccc(F)cc3)CC2)sc2nc(-c3ccccc3)cn12 | 8% | 1.0 | 0.7% | 4% | 7% | 1.1 | i | 46
COCCn1c(SCC(=O)Nc2cccc(OC)c2)nnc1-c1ccc(Cl)cc1 | 2% | 1.5 | 1.5% | 0% | 3% | 1.1 | i | 13
Cc1ccccc1S(=O)(=O)Cc1ccc(C(=O)NCCCN2CCN(C)CC2)o1 | 18% | 1.3 | -1.3% | 4% | -11% | 1 | i | 26

(further entries)
SMILES | SV40 large T antigen | NTR1 agonist | NTR1 agonist cell count 20 µM | Myeloid diff MLP | Myeloid diff MLP GFP+ MAC1+ % | RSV antiviral HEp-2 | Rac1 GTP hydrolysis | Salmonella PhoP GFP | TNAP activators | T cell HTS | T cell HTS vesicle-bound % | UTI89 phage lysis
CCOC(=O)CCSc1nc(C)c2cc(OC)ccc2n1 | 0% | 0.5 | 42 | i | 0.8 | -0.8% | 8% | -3% | 1 | i | 16 | 0.1%
Cn1nnnc1SC1CC(=O)N(c2ccccc2)C1=O (stereo not given) | 13% | 0.2 | 77 | i | 0.4 | 0.4% | 8% | -4% | 1.1 | i | 41 | 0.7%
C=CCn1c(SCC(=O)NC2CCCC2)nc2sc(C)cc2c1=O | 1% | -0.4 | 63 | i | 0.9 | 2.6% | 0% | 2% | . | i | 8 | 0.3%[50 µM]
CCOc1ccc(Cl)cc1/C=C1/C(=O)ON=C1C | 10% | 1.2 | 85 | i | 0.8 | 0.9% | 6% | 12% | . | i | 18 | 0.5%
O=S(=O)(c1ccc(Cl)cc1)N1CCN=C1SCc1cccnc1 | 2% | -0.5 | 101 | i | 0.3 | 0.9% | 10% | 4% | 1.1 | i | 59 | 0.1%
Cc1cccn2c(=O)c(C=NCc3ccco3)c(Nc3ccc(SC(F)F)cc3)nc12 | 1% | 8.8 | 82 | i | 0.6 | -0.1% | 2% | 1% | 1.1 | i | 36 | 0.1%
O=C(CN1CCN(c2ccc(F)cc2)CC1)Nc1cccc(C(F)(F)F)c1 | 0% | 11 | 54 | i | 0.5 | 62% | 4% | -8% | 1 | i | 21 | 0.1%
COCCNC(=O)c1ccc(N2CCC3(CC2)OCCO3)c([N+](=O)[O-])c1 | 9% | 2.5 | 70 | i | 0.4 | 1.7% | 9% | -13% | 1.1 | i | 2 | 0.7%[50 µM]
CCN(CC(=O)Nc1ccc2c(c1)OCCO2)C(=O)/C=C/c1ccc(F)cc1 | 1% | 3.3 | 53 | i | 0.1 | 4.3% | 7% | 4% | 1 | i | 12 | -0.4%
CCc1nc(SCCO)c2oc3ccccc3c2n1 | 0% | -0.5 | 51 | i | 0.4 | 18% | 9% | 5% | 1.1 | i | 38 | 0.9%
Cc1cccc(Cn2c(=O)c3c(nc4n3CCN4Cc3ccco3)n(C)c2=O)c1 | 3% | 3.3 | 70 | i | 0.9 | 4.0% | 4% | -3% | 1 | i | 60 | 0.3%
O=C(c1cnccn1)N(c1ccccc1)C1(C(=O)NC2CCCC2)CCCCC1 | 8% | -6.1 | 96 | i | 0.2 | -0.1% | 6% | -5% | 1.1 | i | 14 | 0.6%
CCOc1cc2[nH]c(=O)n(CC3CCC(C(=O)NCCCOC)CC3)c(=O)c2cc1OCC (stereo not given) | 5% | 0.1 | 93 | i | 0.3 | 0.9% | 6% | 7% | 0.9 | i | 26 | 0.4%

Rewritten with values under each structure: entries from further up.
Each structure is followed by: SV40 large T antigen, NTR1 agonist, NTR1 agonist cell count 20 µM, Myeloid diff MLP, Myeloid diff MLP GFP+ MAC1+ %, RSV antiviral HEp-2, Rac1 GTP hydrolysis, Salmonella PhoP GFP, TNAP activators, T cell HTS, T cell HTS vesicle-bound %, UTI89 phage lysis
> Cc1cc(C)cc(NC(=O)c2ccccc2NC(=O)CCC(=O)O)c1
    2%, 0.2, 41, i, 0.5, 0.5%, 8%, -9%, 1.1, i, 19, 3.3%
> O=C(NC(=O)c1cc([N+](=O)[O-])ccc1Cl)C1=C(N2CCCC2)COC1=O
    ., -0.3, 57, i, 1.9, ., 2%, ., ., i, 10, 1.8%
> CCOC(=O)CCSc1nc(C)c2cc(OC)ccc2n1
    0%, 0.5, 42, i, 0.8, -0.8%, 8%, -3%, 1, i, 16, 0.1%

3 structures out of the list, ordered by SMILES length, descending.
SMILES | SV40 large T antigen | NTR1 agonist | NTR1 agonist cell count 20 µM | Myeloid diff MLP | Myeloid diff MLP GFP+ MAC1+ % | RSV antiviral HEp-2 | Rac1 GTP hydrolysis | Salmonella PhoP GFP | TNAP activators | T cell HTS | T cell HTS vesicle-bound % | UTI89 phage lysis
Cc1cccc(Cn2c(=O)c3c(nc4n3CCN4Cc3ccco3)n(C)c2=O)c1 | 3% | 3.3 | 70 | i | 0.9 | 4.0% | 4% | -3% | 1 | i | 60 | 0.3%
COCCn1c(SCC(=O)Nc2cccc(OC)c2)nnc1-c1ccc(Cl)cc1 | 2% | 3.4 | 39 | i | 1.5 | 1.5% | 0% | 3% | 1.1 | i | 13 | -0.1%
CCCN1Cc2cccc(C(=O)N3CCN(c4ccccc4)CC3)c2C1=O | 5% | -0.9 | 86 | i | 0.9 | 0.7% | 0% | -3% | 1.1 | i | 25 | 0.2%

High-throughput results as filed in PubChem.

No enrichment for hits. Share with any hit: about 2.3%.
